Bioassay records deposited in PubChem BioAssay by National Center for Advancing Translational Sciences (NCATS).
D2 PAM: D2 dopamine receptor (human) potentiation; potentiation, % at 10 µM; actives 0.34% (n = 340,000); HEK293 T-REx D2, calcium flux, EC20 dopamine potentiation; P14416;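 active = potentiation over 3 SD above the plate norm, cut at about 30% in these data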; also: 0% is about no effect
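Tetracycline-induced Hek293 Trex D2 cells, force-coupled to calcium, loaded with no-wash calcium dye. Compound added with 180 s kinetic read for agonism, then EC20 dopamine and a further 180 s read for potentiation.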
TRHR agonist: TRH receptor (human) agonism. TRHR cells, calcium flux fluo-8, FDSS agonist mode. activation, % at 2 µM. actives 0.18% (n = 360,000). AID 493084; in the data active = activation above about 30%; also: 0% is about no effect
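Fluo-8-loaded TRHR cells; 10 s baseline, compound added, kinetic Ca2+ fluorescence read 1/s, agonist mode.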
RXFP1 antag: blocks the human relaxin receptor RXFP1; HEK293-RXFP1, relaxin-stimulated cAMP HTRF, 30 min; stronger effect = lower value; Q9HBX9; actives 0.59% (n = 350,000); activity change, negative = inhibition, % at 57.5 µM;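 active = activity change of -60% or lower, but not beyond a set lower limit; inconclusive = change between -60% and -40%, or beyond the set limit; inactive = change above -40%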; also: % is scaled to controls: 0 for no effect and ±100 for the full control effect
Target sequence (Q9HBX9 whole entry, looked up): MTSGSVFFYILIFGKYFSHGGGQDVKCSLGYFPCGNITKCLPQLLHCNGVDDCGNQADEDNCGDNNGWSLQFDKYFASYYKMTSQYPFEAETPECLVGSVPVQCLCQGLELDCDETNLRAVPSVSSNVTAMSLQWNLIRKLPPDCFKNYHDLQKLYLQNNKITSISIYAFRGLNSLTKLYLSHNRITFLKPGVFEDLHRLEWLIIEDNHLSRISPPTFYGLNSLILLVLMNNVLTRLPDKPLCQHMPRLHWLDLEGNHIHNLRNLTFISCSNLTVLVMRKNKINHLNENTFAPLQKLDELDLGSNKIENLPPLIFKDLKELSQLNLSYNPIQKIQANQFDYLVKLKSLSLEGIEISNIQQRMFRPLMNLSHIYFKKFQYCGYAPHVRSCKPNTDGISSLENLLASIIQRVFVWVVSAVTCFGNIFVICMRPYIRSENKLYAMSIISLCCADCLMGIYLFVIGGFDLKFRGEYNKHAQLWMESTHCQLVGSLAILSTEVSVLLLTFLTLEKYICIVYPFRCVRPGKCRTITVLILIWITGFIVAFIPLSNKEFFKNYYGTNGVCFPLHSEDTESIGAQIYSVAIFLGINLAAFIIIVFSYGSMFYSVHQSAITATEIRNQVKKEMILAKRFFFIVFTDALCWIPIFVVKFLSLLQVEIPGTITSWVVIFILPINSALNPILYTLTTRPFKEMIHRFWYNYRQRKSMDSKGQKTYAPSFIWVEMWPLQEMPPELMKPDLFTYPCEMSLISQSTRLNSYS
TRHR enhancer: allosteric enhancers of human TRH receptor | TRHR cells, fluo-8 calcium fluorescence, EC20 TRH enhancement | AID 493056 | P34981 | actives 0.66% (n = 360,000) | enhancement, % at 2 µM; in the data active = enhancement above about 30%; also: 0% is about no effect
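Enhancer read-out: after compound pinning and an initial kinetic agonist-mode read, an EC20 of TRH (10 nM final) was injected and fluo-8 calcium signal (Ex 480/Em 530) followed at 1 s/cycle for 100 cycles in TRHR-expressing cells.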
Apoferritin bind: candidate novel general anesthetic via apoferritin binding. apoferritin/1-aminoanthracene competitive binding, fluorescence. P02791. AID 485281. Potency, µM (highest dose often 77.5 µM), for inactives: at the highest dose activity change, negative = displacement, most hits filed as inhibitors. actives 0.074% (n = 350,000); also: potency is read from the fitted curve at half-maximal effect; % is scaled to controls: 0 for no effect and ±100 for the full control effect; nearly all actives have a fitted effect of over 20% in size
Target sequence (P02791 2-175 limits assumed): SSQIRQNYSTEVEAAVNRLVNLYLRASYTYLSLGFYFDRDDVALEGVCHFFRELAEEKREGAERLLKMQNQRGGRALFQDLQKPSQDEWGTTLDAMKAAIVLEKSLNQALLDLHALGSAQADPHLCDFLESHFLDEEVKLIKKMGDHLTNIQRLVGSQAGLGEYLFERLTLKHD
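Apoferritin-based anesthetic binding model; compound displacement of fluorescent 1-AMA measured as endpoint fluorescence after 10 minutes at room temperature, scaled to free-ligand and complex controls.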
D1 antagonist: antagonists of human D1 dopamine receptor; activity change, negative = inhibition, % at 10 µM; HEK293 TREx D1 cells, calcium flux, dopamine EC80; stronger effect = lower value; P21728; actives 3.2% (n = 360,000); AID 504652; in the data active = activity change below about -30%; also: % is scaled to controls: 0 for no effect and ±100 for the full control effect
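Compound effects on dopamine-evoked calcium signalling were measured in tetracycline-induced HEK293 Trex D1 cells. Dopamine at EC80 followed a 180 s compound pre-read, and fluorescence was tracked kinetically for 180 s more.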
RXFP1 ag: agonists of human relaxin receptor RXFP1; Q9HBX9; HEK293T-RXFP1 cAMP TR-FRET, 30 min; response scale: percent of porcine relaxin response, buffer zero; Potency, µM (series often up to 57.5 µM), for the others: at the highest dose activation, hits mostly activators; actives 0.3% (n = 370,000); also: potency is read from the fitted curve at half-maximal effect; % is scaled to controls: 0 for no effect and ±100 for the full control effect; nearly all actives have a fitted effect of over 60% in size; many of its hits are not listed in these tables
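Agonist response is measured as cAMP accumulation in an RXFP1-transfected HEK293T line under PDE4 inhibition. Values are scaled between buffer-only and 29 nM porcine relaxin, and EC50s come from standard Hill equation fits.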
D1 PAM: potentiators of human D1 dopamine receptor | HEK293 TREx D1 cells, calcium flux, dopamine EC20 potentiation | actives 0.036% (n = 360,000) | AID 504651 | potentiation, % at 10 µM; in the data active = potentiation above about 30%; also: 0% is about no effect
D1 agonist: activates the human D1 dopamine receptor; P21728; HEK293 T-REx D1 cells, calcium flux, agonist mode; activation, % at 2 µM; actives 1% (n = 360,000); in the data active = activation above about 30%; also: 0% is about no effect
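Agonism was scored from calcium flux recorded over 180 s (1 read/s) after pintool compound addition, following a 10-cycle baseline. Cells were inducible force-coupled HEK293 TREx D1, plated overnight at 30 C and loaded with no-wash calcium dye.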
Starred values were filed as active, the others as inactive; u = inconclusive; x = not tested or not shown; & = joins results of further samples; [ ] = remark or other dose. Unless noted, calls follow the shape of the dose curve; as a rule, active = well fitted curve in the direction sought with a large enough effect; inconclusive = small, poorly fitted or top-dose-only effect, or another doubt; inactive = no such curve, though single readings can be large; an effect the other way counts as inactive or inconclusive.

D1 antagonist	TRHR enhancer	RXFP1 antag	Apoferritin bind	D1 agonist	TRHR agonist	RXFP1 ag	D2 PAM	D1 PAM	molecule
4.4	-4.1	2.2	-3.1%	2.8	0.3	1.2%	-7.0	-5.0	OC(CNC1CCCC1)COc1ccc(F)cc1 (centres undefined)
3.9	-1.1	4.6	-11.6%	5.3	-1.2	2.4%	-4.5	-3.6	COc1cc([N+](=O)[O-])ccc1NC(=O)N1CCCCCC1
-20.3	13.3	-21.0	u	-1.0	0.2	-2.4%	27.9	-7.1	N#CC1=C(N)OC2=C(CC/C2=C\c2ccccc2)C1c1ccccc1 (centres undefined)
-21.9	-7.6	3.7	-8.5%	1.5	0.4	-0.5%	-5.7	-1.1	CN1N=C(C(=O)NC2CCCc3c2cnn3-c2ccc(F)cc2F)CCC1=O (centres undefined)
-9.2	0.2	-7.9	-1.9%	2.2	1.1	-2.9%	13.4	-5.9	C[C@H](NC(=O)N1CCC(Cc2ccccc2)CC1)C(=O)O
4.2	1.2	3.8	-0.9%	1.8	0.1	0.8%	5.7	-2.1	COc1cc(OC)c(OC)cc1/C=C/c1cc(C(F)(F)F)[nH]c(=O)n1
-18.8	-3.1	x	x	4.2	1.6	1.1%	-15.8	-5.5	S=C(NCCc1ccccc1)Nc1nccs1
-7.1	-6.7	0.0	-3.6%	13.6	0.3	-11.5%	-5.9	3.2	N#C/C(=N\Nc1ccc(F)cc1)C(=O)C1CC1
-3.6	-2.8	-16.5	1.3%	-1.7	0.3	0.0%	-9.0	-8.9	COc1ccc(C2C(C(=O)N3CCOCC3)CCC(=O)N2c2cc(OC)c(OC)c(OC)c2)cc1 (centres undefined)
-8.9	-0.7	-14.4	-17.0%	-1.2	0.4	-5.3%	-1.2	-0.1	COc1cc(/C=C2\C(=O)NN(c3ccc(C)cc3)C2=O)cc([N+](=O)[O-])c1O
x	-11.3	-4.7	-2.0%	-0.8	-0.4	3.7%	-3.4	0.5	Cc1cc(C)n(-c2nc(C)c(C)c(=O)n2CC(=O)Nc2cccc([N+](=O)[O-])c2)n1
19.7	-0.9	-2.0	-14.2%	0.0	-1.6	-3.1%	15.2	-2.8	CCn1c(COc2cccc(OC)c2)nnc1SCC(=O)NC1CCCC1
-30.1*	1.0	-18.1	37.8%[activator]	17.0	0.9	0.1%	-5.5	-6.5	Fc1ccc(C(CCCn2nnc(-c3cccnc3)n2)c2ccc(F)cc2)cc1
12.2	6.9	-5.7	2.3%	-0.4	0.0	-1.3%	6.2	-2.6	COc1cc(OC)cc(C(=O)NC(=S)NNC(=O)Cc2cccs2)c1
8.4	-0.5	1.9	x	0.6	-0.2	2.6%	16.3	-2.2	CN(CC(=O)Nc1ccccc1Cl)CC(=O)N1CCc2ccccc21
2.2	-2.0	0.5	-2.1%	4.0	0.5	2.0%	-0.5	-4.2	COc1ccc(C(=O)OC(C)CN2CCN(C)CC2)cc1 (centres undefined)
-6.0	-0.4	-10.2	-21.5%	3.8	-0.1	-1.8%	x	-1.0	CSC1=NC(C)(C)C=C(/C=C/c2c(Cl)cccc2Cl)N1
-4.6	-0.6	8.2	-13.9%	1.9	-0.6	5.0%	-8.0	8.5	CCOc1ccc(-c2nc3n(c(=O)c2C#N)CCCS3)cc1
2.8	-4.8	x	x	3.6	-0.2	x	x	7.2	CC(C)(C)OC(=O)NCc1nnc(-c2nc3ccccc3[nH]2)o1
5.9	-0.7	3.2	-7.2%	7.3	1.0	0.2%	-1.8	7.2	COc1ccc(Cl)cc1NC(=O)C(C)NC(c1ccccc1)c1ccccc1 (centres undefined)
0.4	3.2	23.9	3.3%	1.4	1.6	-3.2%	x	-0.1	CN(C)C(=O)NCc1ccc(S(N)(=O)=O)cc1
-39.5*	-1.4	x	-3.8%	0.1	0.2	0.8%	1.8	0.3	CCOc1ccccc1NC(=O)CN(c1cc(C)cc(C)c1)S(=O)(=O)c1c(C)noc1C
0.4	-4.3	-13.3	-16.2%	0.9	-0.3	-0.7%	-5.8	-2.3	O=C(Cc1ccc(Cl)c(Cl)c1)NC1CCCCCC1
3.3	20.4	-12.0	1.6%	0.6	0.7	-1.6%	x	-2.9	Cn1c(C(=O)NCCc2ccccc2)cc(=O)n(C)c1=O
-3.4	-2.5	-3.6	-9.4%	1.1	-0.6	-0.7%	-3.3	-1.3	CCc1ccc(CN(C)C(=O)CCc2nnc(CCc3ccccc3OC)o2)nc1
8.3	4.6	-0.3	0.5%	1.8	0.5	0.3%	-8.8	0.1	O=C(c1cc(S(=O)(=O)N2CCOCC2)ccc1Cl)N1CCOCC1
1.4	-7.6	5.8	-11.0%	11.1	6.8	u	-4.8	0.1	CCOC(=O)CSc1nc2cc3c(cc2cc1C#N)OCCO3
5.1	-2.6	6.0	-6.6%	0.8	-1.8	-0.4%	-11.5	-4.3	Oc1cccnc1CCc1ccccc1
5.0	1.7	2.6	-17.4%	2.9	-0.6	-1.4%	-4.6	0.0	CCN(CCn1cccn1)C(=O)c1cc(COc2cc(C)ccc2C)on1
-6.8	1.3	11.2	-4.5%	0.2	0.0	2.7%	12.0	1.3	Cc1ccc(CSCC(=O)Nc2c(C)n(C)n(-c3ccccc3)c2=O)cc1
-14.9	2.4	-6.8	-2.4%	1.9	0.4	1.7%	0.7	4.8	COc1cc(S(=O)(=O)NCCCN2CCOCC2)ccc1-n1cnnn1
-7.7	1.8	-3.5	-8.7%	1.3	-0.2	u	-1.8	0.0	COc1cc(C(=O)Nc2nc3ccc(S(C)(=O)=O)cc3s2)cc(OC)c1C
0.9	16.0	5.1	-22.1%	3.2	2.4	-2.5%	x	3.6	Cc1cc(Cl)ccc1C(=O)C1CCCN(C(=O)c2cc(C(C)C)no2)C1 (centres undefined)
6.5	19.3	-19.1	x	2.2	-0.9	1.0%	2.5	-0.8	CCC(C)n1c(SCC(=O)Nc2ccc3[nH]c(=O)[nH]c3c2)nc2ccccc2c1=O (centres undefined)
3.4	1.6	-24.2	4.5%	4.1	0.8	4.0%	-3.3	0.6	CC(C)Oc1ccc(CNC(=O)c2cccc(NC(=O)c3nsc4ccccc34)c2)cc1
-23.1	-6.1	-6.8	-7.1%	2.4	-0.6	0.7%	-2.4	-4.6	CCOc1ccc(-c2c(C)nn3c(C)c(C(=O)NCCc4ccccc4)cnc23)cc1OCC
-35.2*	2.7	-5.2	-9.0%	-0.6	0.1	-0.3%	-0.4	-5.5	COc1ccccc1CN(C)C(=O)c1cc2ccccc2o1
2.6	-5.2	3.1	-7.9%	7.1	0.2	-2.5%	4.7	x	Cc1cccc(N(CC(=O)NC2CCCCC2)C(=O)CCC(=O)Nc2nccs2)c1
-25.4	2.9	-22.0	-22.5%	3.6	-0.5	2.6%	6.2	-2.0	O=C(NCCc1csc(-c2ccc(C(F)(F)F)cc2)n1)c1ccccc1Cl
-23.8&-11.9	2.8&2.2	-29.2&-21.7	-6.5%&-7.1%	-0.2&-0.4	-1.0&-1.2	0.5%&4.6%	13.5	-6.6&3.1	Cc1ccn2c(Nc3ccccc3C)c(-c3cccnc3)nc2c1

The final 3 records of the part before come first, to join the parts:
D1 antagonist	TRHR enhancer	RXFP1 antag	Apoferritin bind	D1 agonist	TRHR agonist	RXFP1 ag	D2 PAM	D1 PAM	molecule
2.6	-5.2	3.1	-7.9%	7.1	0.2	-2.5%	4.7	x	Cc1cccc(N(CC(=O)NC2CCCCC2)C(=O)CCC(=O)Nc2nccs2)c1
-25.4	2.9	-22.0	-22.5%	3.6	-0.5	2.6%	6.2	-2.0	O=C(NCCc1csc(-c2ccc(C(F)(F)F)cc2)n1)c1ccccc1Cl
-23.8&-11.9	2.8&2.2	-29.2&-21.7	-6.5%&-7.1%	-0.2&-0.4	-1.0&-1.2	0.5%&4.6%	13.5	-6.6&3.1	Cc1ccn2c(Nc3ccccc3C)c(-c3cccnc3)nc2c1
-0.9	9.4	x	u	2.2	0.2	0.8%	7.6	-4.5	Cc1ccc(SCc2cc(=O)n3ccsc3n2)c(C)c1
-0.9	4.3	-4.7	x	2.1	-0.1	0.3%	1.7	-3.0	O=C(c1ccc(S(=O)(=O)Nc2ccccc2F)cc1)N1CCCCCC1
-6.3	-4.0	9.4	5.8%	3.5	-0.4	-3.2%	7.6	-1.2	COc1cc(C(=O)NCc2nc(-c3ccc(Cl)cc3)no2)cc(OC)c1OC
-7.0	-3.9	13.9	-4.8%	8.8	0.1	-1.1%	-7.4	-5.5	CCOC(=O)NNS(=O)(=O)c1cc(Br)ccc1Br
-3.9	0.0	2.7	x	5.0	0.5	2.9%	7.2	-2.0	Cc1noc(C)c1COc1ccc(C(=O)NNC(=O)c2ccccc2F)cc1
5.0	-2.4	-1.7	6.8%	0.6	-0.5	3.7%	7.0	0.4	CCCCNc1nc2c(c(=O)n(C)c(=O)n2C)n1Cc1cccc(OC)c1
-12.0	-1.8	u	-17.8%	3.8	-0.2	2.4%	-19.0	7.0	CCN(CC)CCN(Cc1cc2cc(C)c(C)cc2[nH]c1=O)C(=S)NCc1ccco1
-2.2	5.7	15.5	-3.5%	7.5	0.2	-3.6%	1.2	-3.7	CC1CCC(NS(=O)(=O)c2ccc(N3CCCC3=O)cc2)CC1 (centres undefined)
13.7	2.5	-11.0	17.6%	1.9	-0.6	8.5%	-4.7	1.8	COc1ccccc1CNC(=O)CCCc1nnc2n(CC(C)C)c(=O)c3sccc3n12
-14.1	-2.8	-11.3	-13.7%	-0.4	-0.9	11.9%	-8.0	0.8	C=CCn1c(N2CCCCCC2)nc2c1c(=O)n(C)c(=O)n2C
7.9	-0.5	-0.2	u	4.8	-0.7	0.3%	14.0	-2.3	O=C(O)c1cc(NC(=O)c2ccc(Br)cc2)cc(NC(=O)c2ccc(Br)cc2)c1
-3.2	5.6	-6.0	-11.8%	2.5	0.8	0.6%	1.3	-2.4	Cn1nnc(NC(=O)c2ccccc2)n1
21.3	-3.3	-0.2	-5.9%	-0.1	-0.1	3.2%	2.2	-6.3	Cc1ccccc1CCN(C(=O)c1csnn1)C(C(=O)NC1CCCC1)c1ccco1 (centres undefined)
0.3	6.3	-2.8	u	0.2	-0.4	6.0%	13.2	-8.8	N#CCOC(=O)c1sccc1-n1cccc1
-4.1	11.1	1.3	x	3.3	1.1	-1.4%	0.3	-4.3	COc1cccc(/C(C)=N/Nc2ccc(S(=O)(=O)N3CCCCC3)cn2)c1
-5.8	-1.6	4.3	0.3%	16.9	2.8	0.1%	-3.2	1.2	COc1ccc(OC(=O)c2nc(SCc3ccc(C)cc3)ncc2Cl)cc1

This is a subset (hit frequency here may not be typical).
